# Polio RdRp inh = poliovirus RdRp elongation inhibitors, primary screen, biochemical, fluorescence polarization, total intensity; Genome polyprotein (Poliovirus type 1 (strain Mahoney)), P03300; poliovirus polymerase elongation; stronger effect = lower value; % elongation, % (compound at 16.7 µg/mL); hit rate 0.66% among 150,000; AID 588519, 2011; in the data active means % elongation below about 90%; further: some results filed as inactive read as strong as hits
# Target sequence (P03300 1749-2209 limits assumed): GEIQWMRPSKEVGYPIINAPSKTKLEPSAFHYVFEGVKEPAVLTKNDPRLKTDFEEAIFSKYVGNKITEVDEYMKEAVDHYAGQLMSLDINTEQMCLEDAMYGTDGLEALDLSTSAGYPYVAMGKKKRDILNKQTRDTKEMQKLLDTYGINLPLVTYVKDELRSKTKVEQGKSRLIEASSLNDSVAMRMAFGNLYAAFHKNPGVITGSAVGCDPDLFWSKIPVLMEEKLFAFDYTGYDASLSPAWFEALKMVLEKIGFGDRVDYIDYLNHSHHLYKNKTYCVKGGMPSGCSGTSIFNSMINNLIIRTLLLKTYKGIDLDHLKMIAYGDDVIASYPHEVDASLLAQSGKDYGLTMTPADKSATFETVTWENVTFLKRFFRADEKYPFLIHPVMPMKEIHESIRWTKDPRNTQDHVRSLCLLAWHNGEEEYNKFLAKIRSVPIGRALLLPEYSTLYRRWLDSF
# Polio RdRp inh FP z-score = recorded beside Polio RdRp inh, whose call it bears; z-score; measured here: FP z-score; hits read low
# Numbers without * were called inactive; & = joins results of further samples. The list is partial; the hit share may differ from the screen's.
# Preview, two compounds:
SMILES,Polio RdRp inh,Polio RdRp inh FP z-score
CCC(Oc1ccccc1)C(=O)Nc1ccc(Cl)cn1 (centres undefined),104,1.5
CC1=C(C(=O)OCC2CCCCC2)C(c2ccccc2F)CC(=O)N1 (centres undefined),107,0.4

# The list itself, repeating the preview:
SMILES,Polio RdRp inh,Polio RdRp inh FP z-score
CCC(Oc1ccccc1)C(=O)Nc1ccc(Cl)cn1 (centres undefined),104,1.5
CC1=C(C(=O)OCC2CCCCC2)C(c2ccccc2F)CC(=O)N1 (centres undefined),107,0.4
Cc1cc(NC(=O)NCc2ccc3c(c2)CCN3C(=O)c2ccccc2)ccc1Br,115,1.5
COc1ccc(C2C3=C(CCCC3=O)Nc3n[nH]c(-c4ccc(Cl)cc4)c32)cc1OC (centres undefined),106,0.7
O=C(/C=C/c1ccccc1)Oc1ccc2ccccc2c1,101,-0.1
CCn1c2ccccc2c2cc(C=C(C#N)C#N)ccc21,100,-0.6
Cc1sc2ncn(CC(=O)N3CCN(c4ccc(F)cc4)CC3)c(=O)c2c1S(=O)(=O)N1CCCCC1,105,0.1
O=C1N/C(=C/c2ccc(O)cc2)C(=O)N1Cc1ccc(Br)cc1,106,0.8
Cc1ccc(Nc2nc(CN(C)CCCc3[nH]nc(N)c3C#N)cs2)cc1,99,-0.5
CN1CCC(=NNC(=O)CN(c2cccc(Br)c2)S(C)(=O)=O)CC1,101,0
CN=C(Cl)c1ccco1,99,-0.6
COc1cc(NC(=O)c2ccc(C)c(Cl)c2)ccc1NC(=O)c1cc2ccccc2o1,106,0.4
CC(Sc1nnc(-c2cccs2)n1-c1ccccc1)C(=O)c1c(N)n(C)c(=O)n(C)c1=O (centres undefined),100,-0.5
CC12CC(c3ccccc3O1)N(C(=O)c1ccccc1)C(=O)N2c1ccccc1 (centres undefined),100,-0.4
Cc1oc2ncn(C)c(=O)c2c1C(=O)NCc1ccc(Cl)cc1,108,0.1
Cc1ccccc1Cn1nc(C)c(NC(=O)c2cc(CC(C)C)on2)c1C,106,0.5
N#Cc1c(NC(=O)C2c3ccccc3Oc3ccccc32)oc(-c2ccco2)c1-c1ccco1,117,1.8
COc1ccc(CNC(C)C2CC2)cc1 (centres undefined),96,-1.1
CCCCn1c(NC(=O)c2ccc(Br)o2)c(S(=O)(=O)c2ccc(C)cc2)c2nc3ccccc3nc21,109,0.7
Cc1noc(/C=C/N(C)C)c1S(=O)(=O)NCCN1CCN(c2ccccc2F)CC1,100,-0.2
COc1ccc(-n2nnc(-c3nc(-c4cccs4)no3)c2N)cc1,112,-0.3
Cc1nn(-c2nc3ccccc3[nH]2)c(N)c1-c1ccc(Cl)cc1,103,0
COc1ccc(/C=N/C2=NNC(c3ccccc3)=CS2)cc1,102,-0.2
CC(C)c1ccccc1NC(=O)c1cc2ccccc2o1,103,0.1
COc1ccc(C2CC(=O)N(Cc3ccccc3C)c3c2c(C)nn3-c2nc(C)cc(C)n2)c(OC)c1 (centres undefined),105,-0.3
# New compounds follow:
SMILES,Polio RdRp inh,Polio RdRp inh FP z-score
CC(OC(=O)/C=C/c1ccco1)C(=O)Nc1cccc(Cl)c1 (centres undefined),99,-1.3
CCOc1ccccc1NC(=O)c1oc2ccccc2c1NC(=O)C1CCCO1 (centres undefined),100,-0.4
CCN(CC(=O)Nc1cccc(F)c1)CC(=O)Nc1ccc2c(c1)OCCO2,104,0.2
COC(=O)C(O)(c1c(-c2ccccc2)nc2sccn12)C(F)(F)F (centres undefined),103,0.1
O=c1c2ccccc2nc2sc(Nc3cccc(C(F)(F)F)c3)nn12,104,-0.4
C=C1OC(CO)(n2cnc3c(N)ncnc32)C(O)C1O (centres undefined),101,0.2
Cc1cc(Br)cc2c1N(C)C(=O)/C2=C1\SC(=Nc2ccc(F)cc2)NC1=O,104,0.6
COC(=O)c1cc(OC)c(OC)c(OC)c1NC(=O)c1cc(=O)n(C)c(=O)n1C,101,-0.5
Cn1c(=O)n(C)c2cc(S(=O)(=O)N3CCCCC3)ccc21,104,0.9
O=c1[nH]c(=S)[nH]c(O)c1-c1ccccc1,101,0.3
CCc1ccc(NS(=O)(=O)c2ccc3c(c2)OCCN3C(C)=O)cc1,100,-0.4
Cc1ccc(NC(=O)COC(=O)C23CCC(=O)N2c2ccccc2C(=O)N3C2CC2)cc1C (centres undefined),109,0.8
C1CCC(NC(=NC2C3CC4CC(C3)CC2C4)N2CCOCC2)CC1 (centres undefined),102,0.5
CCCCCNS(=O)(=O)c1ccc(N2CCCCS2(=O)=O)cc1,106,0
COc1ccc(N=Cc2ccc3ncccc3c2)cc1,102,-0.3
Nc1nonc1-c1nc2ccccc2n1CC(=O)Nc1ccccc1,109,0.9
CCN(C(=O)Cc1ccc(F)cc1)C1CCCCC1,101,0
COc1ccc(S(=O)(=O)N2CCN(CC(=O)Nc3ccc(Cl)c(C(F)(F)F)c3)CC2)cc1,104,-0.6
COc1ccc(/C=N/NC(N)=S)cc1,101,0.1
O=S(=O)(Cc1ccccc1)NCc1ccccc1,105,0.2
CC(Cc1ccccc1)N=C1NS(=O)(=O)c2ccccc21 (centres undefined),103,0.2
COC(=O)c1cc2cc(Br)ccc2c(Br)c1OC,103,-0.1
Cc1ccc(NC(=O)CN(C)C(=O)Nc2ccc(C)cc2)cc1,101,0
CC(=O)OC(COCc1ccccc1)Cn1cnc2ccccc21 (centres undefined),103,0.3
NC(=O)c1nn(-c2ccc(Cl)cc2)c(=O)c2ccccc12,100,-0.4

# 4 entries from above, as tab-separated lines:
compound	Polio RdRp inh	Polio RdRp inh FP z-score
CC(Cc1ccccc1)N=C1NS(=O)(=O)c2ccccc21 (centres undefined)	103	0.2
CCN(CC(=O)Nc1cccc(F)c1)CC(=O)Nc1ccc2c(c1)OCCO2	104	0.2
O=c1[nH]c(=S)[nH]c(O)c1-c1ccccc1	101	0.3
Cc1ccc(NC(=O)COC(=O)C23CCC(=O)N2c2ccccc2C(=O)N3C2CC2)cc1C (centres undefined)	109	0.8

# (listing goes on)
SMILES,Polio RdRp inh,Polio RdRp inh FP z-score
O=C(COc1ccccc1)Nc1cccc(-c2nn[nH]n2)c1,102,-0.1
CN1C2=C(C(=O)CCC2)C(c2ccccc2)C2=C1CCCC2=O,108,1
COc1cccc(COC(=O)c2nn(-c3ccccc3)nc2N)c1,104,0
O=C1Nc2ccccc2S/C1=C\c1cccc(Cl)c1,102,0.2
CC1CN(C(=O)CCC(=O)NCc2cccc(Cl)c2)c2ccccc2S1 (centres undefined),111,0.2
O=C(CSc1nc(=O)n(CCN2CCOCC2)c2c1CCC2)NCc1ccccc1,104,0.5
CCc1ccccc1Nc1nn2c(=O)c3ccc(C(=O)NCc4ccc(C)cc4)cc3nc2s1,103,-0.7
COc1ccc(NC(=O)Cn2c(=O)n(CCC(=O)NCCc3ccc(OC)c(OC)c3)c(=O)c3ccccc32)cc1Cl,107,0.2
CCC(C)(C)NC(=O)/C=C/c1cnc2ccccc2n1,112,1.5
COc1ccc2c(c1)c1c(c(=O)n(CCc3ccccc3)c(=O)n1Cc1ccc(Cl)cc1)n2C,114,1.5
CCc1ccc(NC(=O)Cn2c3ncccc3c(=O)n2-c2ccc(C)c(C)c2)cc1,109,0.2
O=C(CCNC(=O)c1ccccc1Cl)Nc1ccc2c(c1)OCCO2,107,0.4
COC(=O)c1cc2oc(C)cc2n1Cc1cc(C)ccc1C,107,0.1
O=C(CSCc1cnn(-c2ccccc2)c1-n1cccc1)N1CCN(c2ccccn2)CC1,102,0.5
CC(C(=O)O)c1cccc(C(=O)c2ccccc2)c1 (centres undefined),101&97,0.3&-0.5
CCOc1ccc(CCN2C(=O)C3C4C=CC(C4)C3C2=O)cc1OCC (centres undefined),105,0.2
CN(C(=O)COc1cc(=O)n(C)c2ccccc12)c1ccc(Br)cc1,101,0.4
COc1ccccc1CNC(=O)c1ccccn1,102,-0.2
O=C(COC(=O)Cn1cc(C(F)(F)F)ccc1=O)NCc1ccco1,102,0.1
COc1ccc(Cl)cc1NC(=O)CSc1nnc2[nH]c(=O)cc(-c3ccccc3)n12,103,-0.8
CC(=O)N1CCCc2cc(S(=O)(=O)NCc3ccc(OC(C)C)cc3)ccc21,112,1
COc1ccc(-n2ncc(C(=O)N3CCN(c4ncccn4)CC3)c2C2CCN(C(=O)OC(C)(C)C)CC2)cc1,106,0
CC(C)COC(=O)Cn1cnc2ccc(Br)cc2c1=O,102,0
CC1=NC(C(F)(F)F)(C(F)(F)F)C2=C(CC(C)(C)CC2=O)N1CC1CCCO1 (centres undefined),101,0.1
Cc1oc(CC(C)C)cc1C(=O)Nc1cccc(C(=O)O)c1,99,-0.3

# As a working copy, some entries already given.
SMILES,Polio RdRp inh,Polio RdRp inh FP z-score
COC(=O)c1cc2oc(C)cc2n1Cc1cc(C)ccc1C,107,0.1
O=C(CSCc1cnn(-c2ccccc2)c1-n1cccc1)N1CCN(c2ccccn2)CC1,102,0.5
CC(C(=O)O)c1cccc(C(=O)c2ccccc2)c1 (centres undefined),101&97,0.3&-0.5
CCOc1ccc(CCN2C(=O)C3C4C=CC(C4)C3C2=O)cc1OCC (centres undefined),105,0.2
CN(C(=O)COc1cc(=O)n(C)c2ccccc12)c1ccc(Br)cc1,101,0.4

# (list continues)
SMILES,Polio RdRp inh,Polio RdRp inh FP z-score
CCOC(=O)c1c(C)oc2nc(C)nc(Nc3ccc(CC)cc3)c12,99,-1.2
CC(=O)Nc1nonc1NC(=O)CSc1ncccn1,106,0.5
Cc1ccc(OC(C)n2ccc3c2CCCC3)cc1 (centres undefined),124,2.1
COc1cccc(NC(=O)c2cn(C3CCCCC3)c(=O)c3c2c2ccccc2n3C)c1,112,0.1
CSc1nc(=O)c2c(n1C)NC(=O)CC2c1cc(F)cc(F)c1 (centres undefined),106,-0.2
CCCCOc1ccc(CN2C(=O)C(=O)c3cc(Br)cc(C)c32)cc1OC,111,0.7
CC1CN(/C(N)=N/S(=O)(=O)c2cc(C(F)(F)F)cc(C(F)(F)F)c2)CC(C)O1 (centres undefined),104,0.1
COc1cccc(N/C(N)=N/c2nc(CSc3ccccn3)cc(=O)[nH]2)c1,101,0.3
COc1ccc(S(N)(=O)=O)cc1C(=O)OCc1cc(=O)oc2cc(NC(C)=O)ccc12,95,-1.3
Cc1cc(C(=O)N(C/C=C/c2ccccc2)c2ccc3c(c2)OCCO3)no1,107,0.4
O=S(=O)(NCCCc1nc2ccccc2[nH]1)c1ccccc1,101,-0.4
COc1ccccc1N1CCN(C(=O)CC2SC(N)=NC2=O)CC1 (centres undefined),107,0.4
O=C(COC(=O)c1cc2c(s1)CCCCC2)c1cccs1,106,0.3
Cc1ccc(C2=NN(CC(=O)NCCc3ccccc3)C(=O)CC2)cc1,107,-1
COc1ccc(C2c3c(oc4ccccc4c3=O)C(=O)N2c2nc(C)c(C)s2)cc1 (centres undefined),100,-0.7
Cc1sc(/N=C/c2ccc(Cl)c(Cl)c2)c(C#N)c1C,102,0
CC1CCN(c2ncnc3ccc(Br)cc23)CC1,100,-0.1
Cc1ccccc1-c1nc(CS(=O)CC(=O)NC(C)C)c(C)o1 (centres undefined),104,0.9
CCc1ccc(C2N3CC4(C)CN2CC(C)(C3)C4)cc1 (centres undefined),99,-0.2
O=C(Nc1cccc(C(F)(F)F)c1)N1CCC(CN2CCCCCC2)CC1,110,0.1
O=C1CC(c2ccccc2Cl)Cc2nc(NCC3CCCO3)ncc21 (centres undefined),103,0.4
CC1(C)CC(=O)C2=C(C1)OC(N)=C(C#N)C21C(=O)N(CCc2ccccc2)c2ccccc21 (centres undefined),105,0.1
CC(N)C(=O)Nc1ccccc1-c1ccccc1 (centres undefined),99,-0.7
CC(NCC(O)Cn1nnnc1-c1ccccc1)c1ccccc1 (centres undefined),104,0.8
O=C(NCC1CC1)C1C2C3C4CC5C3C5C4C12 (centres undefined),99,-0.4

# Exported bar-delimited: 5 of the compounds above.
SMILES | Polio RdRp inh | Polio RdRp inh FP z-score
Cc1ccc(OC(C)n2ccc3c2CCCC3)cc1 (centres undefined) | 124 | 2.1
COc1cccc(NC(=O)c2cn(C3CCCCC3)c(=O)c3c2c2ccccc2n3C)c1 | 112 | 0.1
CSc1nc(=O)c2c(n1C)NC(=O)CC2c1cc(F)cc(F)c1 (centres undefined) | 106 | -0.2
CCCCOc1ccc(CN2C(=O)C(=O)c3cc(Br)cc(C)c32)cc1OC | 111 | 0.7
CC1CN(/C(N)=N/S(=O)(=O)c2cc(C(F)(F)F)cc(C(F)(F)F)c2)CC(C)O1 (centres undefined) | 104 | 0.1

# Further entries follow.
SMILES,Polio RdRp inh,Polio RdRp inh FP z-score
O=c1cc(C(F)(F)F)nc(SCc2ccccn2)[nH]1,99,0
CN1CCN(Cc2cn[nH]c2-c2ccc(F)cc2)CC1,104,0.9
Cn1c(-c2cc(Br)cs2)nc(=O)c2cc(Cl)ccc21,103,-0.4
COc1ccc(C(c2nnnn2C(C)(C)C)N2CCN(c3ccccc3)CC2)cc1 (centres undefined),99,-1.2
O=C(O)/C=C/c1ccc(OC(F)F)cc1,99,-0.4
O=C(NC12CC3CC(CC(C3)C1)C2)c1ccccc1O,101,0
CCOC(=O)C1=C(CS(=O)(=O)c2ccc(OC)c(Cl)c2)NC(=O)NC1c1cccc(OC)c1 (centres undefined),104,-0.4
CCOc1ccc(NC(=O)CSc2nc3ccsc3c(=O)n2CC)cc1,108,0.5
CC(C)N1CCC(=O)N(c2ccccc2)C1=O,106,0.2
Cc1nc2scc(CC(C)C)c2c(=O)[nH]1,105,0.4
O=C(CCCn1sc2ccccc2c1=O)Nc1ccccc1F,101,-0.5
CN1CCC2(CC1)CC1CC3C=CC1(CN2)O3 (centres undefined),100,-0.3
Cc1sc2nc(CN3CCOCC3)nc(NS(=O)(=O)c3ccc4c(c3)OCCO4)c2c1C,105,0.3
Cc1oc(-c2ccccc2F)nc1Cn1c(SCc2cccc(C(F)(F)F)c2)nc2ccncc21,105,-0.7
CCOc1ccc(CN2C(=O)c3ccccc3Sc3ccc(C(=O)NCc4ccc(C)cc4)cc32)cc1,110,0.4
COC(=O)CSc1nc2ccccc2o1,106,0.5
CCc1cccc(NC(=O)OC2CCN(C)CC2)c1,101,-0.3
COc1ccc(Cl)cc1NC(=O)c1ccc2c(c1)CCN2S(C)(=O)=O,111,1.3
Cc1nc2scc(C)n2c(=O)c1S(=O)(=O)NCCc1ccccc1,103,-0.6
COc1cc2c(cc1OC)-c1nnc(-c3cccnc3)n1C1(CCCC1)C2,101,-0.4

# Assay outcomes: PubChem, ICCB-Longwood Screening Facility, Harvard Medical School
